Screening data as filed in PubChem BioAssay.
IL-2 act: activators of IL-2; activation, % (series mostly up to about 46 µM); AID 652025; 360,000 compounds, 0.065% hits; IL-2 activation reporter assay, cell-based qHTS; stimulated with anti-CD3/CD4/CD28 beads; in transgenic mouse T cells; in the data active means activation above about 50%; inconclusive means mostly about 30% to 49%; further: 0% is about no effect
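Unstimulated transgenic mouse T cells preincubated 60 min with compound, then stimulated with anti-CD3/anti-CD4-coated beads plus anti-CD28 for 18 h at 37 degrees C. IL-2 response read as EGFP and DsRed fluorescence by plate cytometry.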
EPAC1 antag: antagonists of human EPAC1 | O95398 | EPAC1 GEF assay, Rap1b-BODIPY-GDP exchange fluorescence | Potency, µM (top dose mostly 115 µM), without a hit: at the top dose activity change, negative = inhibition, usual class: inhibitors | 360,000 compounds, 0.14% hits | AID 720709;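 further: potency means the concentration at half of the fitted maximal effect; plate controls were vehicle for no effect and positive control for full effect; nearly all actives have a fitted effect of over 50% in size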
GLP1R cytotox: cytotoxicity in counter-screen for GLP-1R inverse agonists; HEK293 cAMP-luciferase reporter cells, luminescence, 24 h; Potency, µM (titrated, usually from 38.3 µM), for the others: at the top dose activity change, negative = inhibition, actives largely listed as inhibitors; 410,000 compounds, 0.13% hits;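 further: loss of luciferase light is scored as toxicity; potency means the concentration at half of the fitted maximal effect; on the % scale 0 is the no-effect control and ±100 the full control effect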
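Compound-treated cells are incubated 24 hr at 37 deg C under 5% CO2 after a 12 hour attachment period, then luciferase detection reagent is added and luminescence is measured following 12 min at room temperature; lowered signal indicates toxicity.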
GLP1R inv ag: acts as inverse agonist at human GLP-1 receptor; P43220; HEK293 GLP-1R CRE-luciferase, luminescence, 24 h; GLP-1R form is constitutively active; Potency, µM (series often up to 38.3 µM), inactives show at the top dose activity change, negative = inhibition, usual class: inhibitors; 410,000 compounds, 1.6% hits; further: potency means the concentration at half of the fitted maximal effect; on the % scale 0 is the no-effect control and ±100 the full control effect; nearly all actives have a fitted effect of over 55% in size
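GLP-1R inverse agonism mode: basal reporter luminescence in engineered HEK293 cells measured after one day of compound exposure at 37 deg C, with a 12 min room-temperature detection step.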
PTHR1 agonist: agonists of human PTHR1 parathyroid hormone receptor. Q03431. HEK293 GP2 PTHR1 cells, GloSensor cAMP luminescence, 1 h. Potency, µM (doses to about 115 µM), without a hit: at the highest dose activation, hits mostly activators. 410,000 compounds, 0.075% hits. AID 743266; further: potency means the concentration at half of the fitted maximal effect; nearly all actives have a fitted effect of over 55% in size; some results filed as inactive show a strong effect at the top dose; inactives centre near -15; many of its hits are not listed in these tables
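HEK-293-derived GP2 cells expressing PTHR1 and a GloSensor cAMP reporter, 3,000/well, plated overnight, given luciferin plus IBMX (each 0.5 mM as added) for 1 h at 37 °C, then compound for 1 h at 37 °C. Luminescence was read after 15 min at room temperature.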
PLK1 PBD inh: PLK1 (human) polo-box domain binding inhibition; P53350; Plk1 PBD binding of FITC phosphopeptide, fluorescence polarization; 360,000 compounds, 2.8% hits; AID 720504; Potency, µM, inactives show max response, negative = inhibition, most hits filed as inhibitors; further: potency means the concentration at half of the fitted maximal effect; series mostly up to about 57 µM; on the % scale 0 is the no-effect control and ±100 the full control effect; nearly all actives have a fitted effect of over 65% in size
Target sequence (P53350 whole entry, looked up, the tested form may be a part): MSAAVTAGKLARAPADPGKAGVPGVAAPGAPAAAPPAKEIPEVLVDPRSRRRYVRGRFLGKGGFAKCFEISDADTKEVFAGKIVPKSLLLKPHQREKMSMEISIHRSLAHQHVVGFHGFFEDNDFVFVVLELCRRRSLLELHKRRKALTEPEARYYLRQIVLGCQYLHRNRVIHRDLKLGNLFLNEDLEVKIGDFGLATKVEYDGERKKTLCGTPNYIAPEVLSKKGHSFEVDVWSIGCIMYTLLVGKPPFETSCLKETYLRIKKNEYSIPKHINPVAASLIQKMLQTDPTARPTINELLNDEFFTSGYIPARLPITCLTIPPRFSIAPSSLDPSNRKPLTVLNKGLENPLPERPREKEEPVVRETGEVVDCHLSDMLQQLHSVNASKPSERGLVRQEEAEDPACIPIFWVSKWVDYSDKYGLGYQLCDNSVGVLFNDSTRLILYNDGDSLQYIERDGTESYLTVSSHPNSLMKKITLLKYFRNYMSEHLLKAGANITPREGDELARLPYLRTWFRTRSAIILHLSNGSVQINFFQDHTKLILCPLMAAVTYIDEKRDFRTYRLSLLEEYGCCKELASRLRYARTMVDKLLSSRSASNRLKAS
PI5P4K alpha inh: inhibitors of human PI5P4K alpha; max response, %; PI5P4Kalpha enzyme, ADP-Glo luminescence, 60 min; hits give low values; AID 652105; P48426; 330,000 compounds, 1.2% hits; active means max response of -50% or lower; inconclusive means between -30% and -50%; inactive means -30% or higher; further: value at the top dose of about 77 µM; on the % scale 0 is the no-effect control and ±100 the full control effect
Target sequence (P48426 whole entry, looked up): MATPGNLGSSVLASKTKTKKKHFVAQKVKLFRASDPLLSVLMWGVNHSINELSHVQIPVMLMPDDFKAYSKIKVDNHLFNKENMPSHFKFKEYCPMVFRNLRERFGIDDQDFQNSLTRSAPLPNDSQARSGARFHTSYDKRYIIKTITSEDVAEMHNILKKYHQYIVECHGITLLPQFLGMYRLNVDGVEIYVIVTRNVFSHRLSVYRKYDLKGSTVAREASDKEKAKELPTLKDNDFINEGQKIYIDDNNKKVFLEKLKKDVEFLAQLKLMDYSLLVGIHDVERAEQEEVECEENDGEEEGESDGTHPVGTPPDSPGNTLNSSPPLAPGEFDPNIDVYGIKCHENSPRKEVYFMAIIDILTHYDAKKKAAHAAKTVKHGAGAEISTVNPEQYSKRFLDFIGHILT
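Compounds were pin-transferred onto PI5P4Kalpha and substrate in HEPES pH 7.4 buffer with EGTA, CHAPS and 5% DMSO. ATP (5 microM final) started the reaction, which ran 60 minutes at room temperature before ADP-Glo detection.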
EPAC1 ag: EPAC1 (human) agonism. EPAC1 agonist qHTS, biochemical assay; response scale: 100% = response to 6.5 mM cAMP. Potency, µM (titrated, usually from 154 µM), inactives show at the highest dose activation, usual class: activators. AID 720707. 360,000 compounds, 0.073% hits. O95398; further: potency means the concentration at half of the fitted maximal effect; nearly all actives have a fitted effect of over 60% in size
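Nucleotide exchange assay: 100 nM EPAC1 with 250 nM Rap1B loaded with BODIPY-GDP and 50 uM GDP, room temperature. Fluorescence (480/540 nm) read every 5 min for 30 min; signal change normalized to 6.5 mM cAMP as full agonist.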
GLP-1R agonist: activates the human GLP-1 receptor; P43220; HEK293 GLP-1R CRE-luciferase, luminescence, 4-6 h; cells express a hypersensitive GLP-1R form; Potency, µM (series often up to 45.6 µM), without a hit: at the top dose activation, actives largely listed as activators; 380,000 compounds, 0.007% hits; further: potency means the concentration at half of the fitted maximal effect; % of control where 0% means no effect
Active calls of the source: *; [ ] = another dose, or the depositor's remark. Unless noted, the call rests on the fitted dose curve; in most records, active means well fitted curve in the direction sought with a large enough effect; inconclusive means small, poorly fitted or top-dose-only effect, or another doubt; inactive means no such curve, though single readings can be large; an effect the other way counts as inactive or inconclusive. An excerpt; the hit share may differ from the screen's.

What do the screens show for `CCOC(=O)c1oc2ccc(CNC(C)(C)C)c(Cl)c2c1C`?
IL-2 act: -1.2; EPAC1 antag: 1%; GLP1R cytotox: -28%; GLP1R inv ag: 0%; PTHR1 agonist: inactive; PLK1 PBD inh: -17%; EPAC1 ag: 2%; GLP-1R agonist: -4%

What do the screens show for `O=c1[nH]c(=O)c2nnc(N/N=C\c3ccc(O)cc3)nc2[nH]1`?
IL-2 act: -2.2; EPAC1 antag: -2%; GLP1R cytotox: -5%; GLP1R inv ag: 14%; PTHR1 agonist: inactive; PLK1 PBD inh: -1%; PI5P4K alpha inh: inconclusive; EPAC1 ag: 5%; GLP-1R agonist: -2%

Results for COC(=O)[C@@]1(C)[C@H]2C(=O)N(C)C(=O)[C@H]2[C@H]2CN=C(SCc3ccc(C#N)cc3)N21 ?
IL-2 act: 0.1; EPAC1 antag: -2%; GLP1R cytotox: 0%; GLP1R inv ag: 2%; PTHR1 agonist: inactive; PLK1 PBD inh: -9%; PI5P4K alpha inh: -5; EPAC1 ag: -7%; GLP-1R agonist: 1%

Results for CCCCn1c(SCC(=O)Nc2ccc(NC(C)=O)cc2)nc2ccccc2c1=O ?
IL-2 act: -3.1; EPAC1 antag: 1%; GLP1R cytotox: -10%; GLP1R inv ag: 51%[activator]; PTHR1 agonist: inactive; PLK1 PBD inh: -9%; PI5P4K alpha inh: 2; EPAC1 ag: 5%; GLP-1R agonist: 10%

What do the screens show for `CCNC(=O)C1(C)CCCN1C(=O)c1cc(OC)c(OC)c(OC)c1` (stereo not drawn)?
IL-2 act: 0.0; EPAC1 antag: 7%; GLP1R cytotox: -5%; GLP1R inv ag: 9%; PTHR1 agonist: 4%; PLK1 PBD inh: 1%; PI5P4K alpha inh: 6; EPAC1 ag: 0%; GLP-1R agonist: 4%

What do the screens show for `CC(=O)c1cn(CC(=O)NCc2ccco2)c2ccccc12`?
IL-2 act: 0.3; EPAC1 antag: -10%; GLP1R cytotox: -18%; GLP1R inv ag: -17%; PTHR1 agonist: -12%[57.5 µM]; PLK1 PBD inh: -7%; PI5P4K alpha inh: 0; EPAC1 ag: 3%; GLP-1R agonist: -3%

Results for COc1ccccc1N(C(=O)c1snc(C(N)=O)c1N)C(C(=O)NC1CCCC1)c1ccco1 (stereo not drawn) ?
IL-2 act: 3.7; EPAC1 antag: -13%; GLP1R cytotox: 9%; GLP1R inv ag: 5%; PTHR1 agonist: -21%[57.5 µM]; PLK1 PBD inh: -3%; EPAC1 ag: 4%; GLP-1R agonist: -8%

Results for CCCC(=O)Nc1ccc(S(=O)(=O)N2CCCC2)cc1 ?
IL-2 act: -2.2; EPAC1 antag: -5%; GLP1R cytotox: 10%; GLP1R inv ag: 0%; PTHR1 agonist: inactive; PLK1 PBD inh: -1%; EPAC1 ag: 7%; GLP-1R agonist: -2%

What do the screens show for `CC(C)CC(=O)N/C(N)=N/c1nc2ccccc2o1`?
IL-2 act: -1.4; EPAC1 antag: 1%; GLP1R cytotox: -3%; GLP1R inv ag: inconclusive; PTHR1 agonist: -26%; PLK1 PBD inh: 5%; PI5P4K alpha inh: 3; EPAC1 ag: -17%; GLP-1R agonist: 8%

Results for O=C(CSc1nnnn1C1CCCCC1)NCc1ccccc1 ?
IL-2 act: -2.1; EPAC1 antag: -11%; GLP1R cytotox: 31%[activator]; GLP1R inv ag: 16%; PTHR1 agonist: inactive; PLK1 PBD inh: -3%; PI5P4K alpha inh: 0; EPAC1 ag: 4%; GLP-1R agonist: 24%

Results for COc1cc(/C=C/C(=O)Nc2ccc(OC)c(S(=O)(=O)N3CCOCC3)c2)ccc1OCC#N ?
IL-2 act: -1.0; EPAC1 antag: -11%; GLP1R cytotox: -5%; GLP1R inv ag: 98%[activator]; PTHR1 agonist: -69%[inhibitor]; PLK1 PBD inh: -1%; PI5P4K alpha inh: -1; EPAC1 ag: -5%; GLP-1R agonist: 2%

Results for O=C(NCC1CCCO1)C1C2C=CC3(CN(Cc4cccs4)C(=O)C13)O2 (stereo not drawn) ?
IL-2 act: -2.3; EPAC1 antag: 2%; GLP1R cytotox: -11%; GLP1R inv ag: -12%; PTHR1 agonist: inactive; PLK1 PBD inh: -6%; EPAC1 ag: -6%; GLP-1R agonist: -12%

What do the screens show for `COCCNC(=S)N(Cc1cccnc1)Cc1ccc(OC)c(OC)c1`?
IL-2 act: -0.3; EPAC1 antag: -8%; GLP1R cytotox: 28%; GLP1R inv ag: 15%; PTHR1 agonist: 13%; PLK1 PBD inh: -20%; PI5P4K alpha inh: 0; EPAC1 ag: 1%; GLP-1R agonist: 5%

How did O=C(c1ccccc1)c1ccc(COC(=O)c2cnccn2)cc1 do in these assays?
IL-2 act: 0.5; EPAC1 antag: -16%; GLP1R cytotox: 1%; GLP1R inv ag: -7%; PTHR1 agonist: inactive; PLK1 PBD inh: -9%; PI5P4K alpha inh: -13; EPAC1 ag: 1%; GLP-1R agonist: 5%

What do the screens show for `Cc1cc(=O)oc2c3c(cc(OCC(=O)NCC(=O)O)c12)OC(C)(C)CC3`?
IL-2 act: -0.4; EPAC1 antag: 11%; GLP1R cytotox: -15%; GLP1R inv ag: 5%; PTHR1 agonist: inactive; PLK1 PBD inh: 0%; PI5P4K alpha inh: -15; EPAC1 ag: -5%; GLP-1R agonist: -5%

Results for CC([NH2+][O-])C(C)(C)NO (stereo not drawn) ?
IL-2 act: -0.1; EPAC1 antag: 9%; GLP1R cytotox: -6%; GLP1R inv ag: 16%; PTHR1 agonist: inactive; PLK1 PBD inh: 0%; PI5P4K alpha inh: 7; EPAC1 ag: 2%; GLP-1R agonist: 10%

Results for COc1ccc(S(=O)(=O)N2CCc3cc4c(cc3C2C)OCCCO4)cc1 (stereo not drawn) ?
IL-2 act: -5.8; EPAC1 antag: 22%; GLP1R cytotox: -1%; GLP1R inv ag: inconclusive; PTHR1 agonist: -41%[inhibitor]; PLK1 PBD inh: -10%; PI5P4K alpha inh: 13; EPAC1 ag: 10%; GLP-1R agonist: 0%

Results for Cc1ccc(S(=O)(=O)N(C)C)cc1NC(=S)NCCCn1ccnc1 ?
IL-2 act: 0.0; EPAC1 antag: -7%; GLP1R cytotox: inconclusive; GLP1R inv ag: -18%; PTHR1 agonist: inactive; PLK1 PBD inh: -16%; PI5P4K alpha inh: -2; EPAC1 ag: 8%; GLP-1R agonist: 4%

What do the screens show for `N#CCCn1cc(C(CC(=O)c2ccc(Br)cc2)C(=O)O)c2ccccc21` (stereo not drawn)?
IL-2 act: -3.1; EPAC1 antag: 0%; GLP1R cytotox: 4%; GLP1R inv ag: 9%; PTHR1 agonist: -31%[inhibitor]; PLK1 PBD inh: -6%; PI5P4K alpha inh: 7; EPAC1 ag: -24%; GLP-1R agonist: -2%

What do the screens show for `C=C(C)C(=O)N1CC2(CC(c3cccc(NC(=O)/C(C)=C\C)c3)=NO2)C[C@H]1C(N)=O` (stereo partly drawn)?
IL-2 act: 1.0; EPAC1 antag: 1%; GLP1R cytotox: 1%; GLP1R inv ag: 6%; PTHR1 agonist: 6%; PLK1 PBD inh: -10%; PI5P4K alpha inh: 4; EPAC1 ag: 2%; GLP-1R agonist: 3%

How did COc1ccc2oc(C(=O)OC(C)C(=O)N3C(C)CCCC3C)c(C)c2c1 (stereo not drawn) do in these assays?
IL-2 act: -0.5; EPAC1 antag: -9%; GLP1R cytotox: -11%; GLP1R inv ag: inconclusive; PTHR1 agonist: -19%; PLK1 PBD inh: -2%; PI5P4K alpha inh: 4; EPAC1 ag: 7%; GLP-1R agonist: 31%

What do the screens show for `CCOc1c2ccc(C(=O)N[C@H](C)C3CCCCC3)cc2nn1CCOC`?
IL-2 act: 0.0; EPAC1 antag: 3%; GLP1R cytotox: 22%; GLP1R inv ag: 5%; PTHR1 agonist: -17%; PLK1 PBD inh: -11%; PI5P4K alpha inh: -2; EPAC1 ag: -5%; GLP-1R agonist: 7%

How did COc1cccc(C2C(C(=O)Nc3ccccc3OC)=C(C)Nc3nc4ccccc4n32)c1 (stereo not drawn) do in these assays?
GLP1R cytotox: 1%; GLP1R inv ag: 16%; PTHR1 agonist: -20%; GLP-1R agonist: 1%

Results for Cc1ccc(-c2nnn(CC(=O)N(Cc3ccco3)C(C(=O)NC(C)(C)C)c3cccs3)n2)o1 (stereo not drawn) ?
IL-2 act: -1.1; EPAC1 antag: -9%; GLP1R cytotox: -15%; GLP1R inv ag: inconclusive; PTHR1 agonist: inactive; PLK1 PBD inh: -3%; EPAC1 ag: 9%; GLP-1R agonist: 6%

What do the screens show for `CN1CCN(Cc2ccc(OCc3ccccc3)cc2)CC1`?
IL-2 act: -2.4; EPAC1 antag: 6%; GLP1R cytotox: -9%; GLP1R inv ag: 0%; PTHR1 agonist: inactive; PLK1 PBD inh: -13%; EPAC1 ag: -3%; GLP-1R agonist: -8%

How did Cn1ccnc1SCC(=O)Nc1nc2ccccc2s1 do in these assays?
IL-2 act: -1.0; EPAC1 antag: -16%; GLP1R cytotox: -1%; GLP1R inv ag: 24%; PTHR1 agonist: -14%; PLK1 PBD inh: 0%; PI5P4K alpha inh: 6; EPAC1 ag: -7%; GLP-1R agonist: -4%

What do the screens show for `CC(C)(C)c1ccc(C(=O)NNC(=O)c2ccccc2Br)cc1`?
IL-2 act: -1.1; EPAC1 antag: 8%; GLP1R cytotox: 4%; GLP1R inv ag: -1%; PTHR1 agonist: -16%; PLK1 PBD inh: 1%; EPAC1 ag: -8%; GLP-1R agonist: -9%

How did Cc1ccccc1NC(=O)Nc1cc(-c2ccccc2)nn1C do in these assays?
IL-2 act: -4.6; EPAC1 antag: 0%; GLP1R cytotox: -7%; GLP1R inv ag: -21%; PTHR1 agonist: -34%[inhibitor]; PLK1 PBD inh: 4%; PI5P4K alpha inh: -3; EPAC1 ag: -5%; GLP-1R agonist: -1%
